Screens deposited in PubChem by Fisher Drug Discovery Resource Center.
mcGAS inh: mouse cGAS inhibition by luminescence; Q8C6L5; recombinant cGAS, Kinase-Glo ATP depletion luminescence; inhibition, % at 12.5 µM; actives 0.15% (n = 160,000);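 also: 0% = negative control wells and 100% = reference inhibitor with no enzyme activity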
hcGAS inh: inhibitors of human cGAS. inhibition, % at 12.5 µM. Q8N884. recombinant h-cGAS, ATP depletion, Kinase-Glo luminescence. actives 0.081% (n = 290,000);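 also: 0% = vehicle reaction and 100% = reaction without DNA for no activity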
Target sequence (Q8N884 whole entry, looked up): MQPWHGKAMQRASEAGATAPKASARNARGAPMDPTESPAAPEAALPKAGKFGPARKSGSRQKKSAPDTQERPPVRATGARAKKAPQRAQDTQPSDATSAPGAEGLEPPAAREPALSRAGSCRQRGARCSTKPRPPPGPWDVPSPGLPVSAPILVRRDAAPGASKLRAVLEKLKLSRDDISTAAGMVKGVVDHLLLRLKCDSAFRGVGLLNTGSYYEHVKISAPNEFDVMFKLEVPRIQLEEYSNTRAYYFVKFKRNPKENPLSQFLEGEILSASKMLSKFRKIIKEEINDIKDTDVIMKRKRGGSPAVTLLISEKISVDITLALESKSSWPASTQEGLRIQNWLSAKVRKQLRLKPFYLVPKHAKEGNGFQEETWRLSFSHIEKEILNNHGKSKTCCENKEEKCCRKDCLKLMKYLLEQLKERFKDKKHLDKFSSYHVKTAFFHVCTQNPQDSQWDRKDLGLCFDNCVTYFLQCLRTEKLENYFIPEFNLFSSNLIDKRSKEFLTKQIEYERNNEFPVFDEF
NPYLR7 agonist: mosquito NPYLR7 agonism; activation, % at 10 µM; HEK293T NPYLR7/Galpha15, GCaMP6s calcium fluorescence; actives 0.15% (n = 270,000); in the data active = activation above about 40%;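 also: 0% = vehicle and 100% = reference agonist at the receptor; some compounds past the cut are filed as inactive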
* = called active by the depositor; x = no result given; & = joins results of further samples. Rule as the data show it, unless noted: active = inhibition above about 40%; inactive = the rest.

SMILES	mcGAS inh	hcGAS inh	NPYLR7 agonist
CCc1nc2n(n1)C(=O)C(C(c1ccccc1F)N1CC(C)CC(C)C1)S2 (stereo not given)	-5	-3	-6
COc1ccc(C=Cc2nc3cc(OC)c(SC)cc3s2)cc1	-4	-8	8
CC(=O)c1ccc(NC(=O)C(F)(F)C(F)(F)C(F)(F)C(F)(F)F)cc1	x	2	-3
CCCc1cc(CN(C)C(=O)C2CCC(=O)N(CCN3CCOCC3)C2)[nH]n1 (stereo not given)	x	0	-2
COc1ccc(NC(=O)CCN2CCN(Cc3ccncc3)CC2)c(C)c1	x	-2	17
CC1c2cccn2CCN1S(=O)(=O)c1ccccc1F (stereo not given)	-3	-2	-2
CC1=CC[C@@H]2CN(C(=O)c3cc(-c4cnn(C)c4C)on3)C[C@@H]2C1	x	-5	-1
Cc1nnc(-c2ccccc2N2C(=O)c3ccccc3C2=O)[nH]c1=O	x	8	-1
CC(c1nncn1-c1ccccc1)n1cccn1 (stereo not given)	-9	-3	0
O=C(COc1ncnc2sc3c(c12)CCC3)c1ccc(Cl)s1	x	-7	-1
C=CCSc1nc(C2CC2)cc(-c2ccccc2)c1C#N	-5	0	-7
CCCn1c(CN2CCOCC2)nc2c1c(=O)[nH]c(=O)n2C	x	1	22
Cc1ccc(OCCN(C)CC(O)COc2ccc(CC#N)cc2)cc1 (stereo not given)	x	-6	9
Cc1cc(C=CC(=O)Nc2ccc(CS(N)(=O)=O)cc2)c(C)n1Cc1ccco1	-8	-8	14
O=C(CCCc1nnc2c(=O)n(-c3ccc(Cl)cc3)ccn12)N1CCN(C2CCCCC2)CC1	-9	-4	0
O=C(Cn1c(Cc2c(Cl)cccc2Cl)nc2ccccc21)NCCc1ccccn1	-5	-6	x
O=C(NC1CCN(Cc2nnsc2Cl)CC1)c1ccccc1	x	-13	3
CCS(=O)(=O)c1ccccc1NC(=O)C(C)c1ccc(OC)cc1 (stereo not given)	x	-10	-6
O=C(COc1ccc2c(c1)OCO2)Nc1ccc(OC(F)(F)F)cc1	x	0	-6
O=S(=O)(NC1CCN(CC2CC2)C1)c1cccc2cccnc12 (stereo not given)	x	-1	1
Cc1nc(C)c(Cc2ccc([N+](=O)[O-])cc2)c(N2CCN(C(=O)c3cccs3)CC2)n1	-5	-3	-3
COc1ccc(CN2C(=O)CC(C(=O)Nc3ccc(OC)cc3)SC2=Nc2ccccc2)cc1 (stereo not given)	x	1	1
Cn1cnnc1Sc1ccc(CN2CC[C@@H](c3ccc(F)cc3)[C@H](O)C2)o1	x	3	-3
COc1ccc(OC)c(-c2c(C#N)c(N)nc(OC)c2C#N)c1	-6	-1	-5
CC(CCC(=O)O)[C@H]1CCC2C3CC[C@@H]4CCCC[C@]4(C)C3CC[C@@]21C (stereo not given in full)	x	-6	-4

Gathered by group: the entries above with a CF3 group
SMILES	mcGAS inh	hcGAS inh	NPYLR7 agonist
CC(=O)c1ccc(NC(=O)C(F)(F)C(F)(F)C(F)(F)C(F)(F)F)cc1	x	2	-3
O=C(COc1ccc2c(c1)OCO2)Nc1ccc(OC(F)(F)F)cc1	x	0	-6

Structures listed so far that contain an NH in an aromatic ring (three):
SMILES	mcGAS inh	hcGAS inh	NPYLR7 agonist
CCCc1cc(CN(C)C(=O)C2CCC(=O)N(CCN3CCOCC3)C2)[nH]n1 (stereo not given)	x	0	-2
Cc1nnc(-c2ccccc2N2C(=O)c3ccccc3C2=O)[nH]c1=O	x	8	-1
CCCn1c(CN2CCOCC2)nc2c1c(=O)[nH]c(=O)n2C	x	1	22

Next entries follow.
SMILES	mcGAS inh	hcGAS inh	NPYLR7 agonist
CC(=O)c1ccc(C)cc1OCC(=O)NC1CCCCC1C (stereo not given)	x	-7	13
CC1(C(=O)NCC2CC2)CCN1C(=O)C/C=C/c1ccccc1 (stereo not given)	-1	-3	-1
CC(C)C(=O)N1CCN(C(=O)c2cn(C(C)C)cc3c(=O)n(-c4ccccc4)nc2-3)CC1	-8	-4	1
COc1ccc2cc(C3CN(C(=O)CN4CC(=O)NC4=O)CCO3)ccc2c1 (stereo not given)	2	-1	-7
O=C(CCCn1ncn2c(cc3occc32)c1=O)NCCN1CCOCC1	-3	-3	5
CC1(C(=O)NS(=O)(=O)c2cccs2)CCN1C(=O)C1(c2ccc(Cl)cc2)CC1 (stereo not given)	x	-6	2
CC(NC(=O)C1CSCCS1)c1ccc(F)c(Cl)c1 (stereo not given)	x	-7	-2
CCCc1c(C(=O)NCc2ccccn2)cnn1-c1ccc(F)cc1	-6	-5	-1
Clc1ccc(-c2nc(-c3ccncc3)no2)c(Cl)c1	-5	-7	7
COc1ccc(C2=CSC3=NS(=O)(=O)CCN23)cc1OC	x	-3	-3
CCOC(=O)c1ccc2c(c1)nc(SCC(=O)NCc1ccco1)n2CCc1ccc(OC)cc1	-3	-2	4
CCCC1(C)CCCN(C(=O)c2cc(S(N)(=O)=O)c(C)o2)C1 (stereo not given)	2	-5&0	-18&-3
NC(=O)c1cccnc1Sc1ccc2ccccc2c1	x	-6	-1
CC(C)(C)C(=O)NCC(=O)NCc1nc2ccc(F)cc2[nH]1	x	-3	4
O=C(Cc1cccs1)Nc1nc2ccccc2s1	-1	2	-5
COc1cccc(-c2nnc(SCc3ccc(C(=O)O)cc3)n2Cc2ccccc2)c1	-5	-1	2
N#CC(=Cc1cccs1)S(=O)(=O)c1ccc(Cl)cc1	-1	0	0
CCOC(=O)Cn1c(=O)c2c(nc3n2CCN3c2cccc(C)c2)n(C)c1=O	x	-7	18
Cc1[nH]n(-c2nc(-c3ccccc3)cs2)c(=O)c1N=Nc1ccccc1C(F)(F)F	-5	4	-4
COc1cc(Cl)c(S(=O)(=O)N2CCCCC2)cc1Cl	x	-5	5
CC1CCCN(C(=O)c2cccc(NC(=O)OC(C)(C)C)c2)CC1 (stereo not given)	x	-7	1
COCC(O)CN(CC(=O)N1CCc2sccc2C1COc1ccccc1OC)CC1CC1 (stereo not given)	-6	-6	2
CCOC(=O)c1cnc(-c2ccc(OC)c(OC)c2)nc1NCCC1=CCCCC1	-5	-3	26
COCc1c(C)cc(C)c(/C=N\O)c1C	x	-5	12
Cc1cccc(Cn2c(SCc3ccccc3)nc3c2c(=O)[nH]c(=O)n3C)c1	x	-4	-1
(further entries)
SMILES	mcGAS inh	hcGAS inh	NPYLR7 agonist
Cc1ccc(Cn2nnc3c(=O)n(Cc4ccc(F)cc4)cnc32)cc1	x	5	2
CN(C)CCN(Cc1ccccc1OS(=O)(=O)c1ccc(F)cc1)C(=O)c1cccc(F)c1	-5	-3	-2
CN(C)c1nc(N)nc(CN2CCSCC2CCO)n1 (stereo not given)	x	2	6
O=C(CSc1nc2ccccc2[nH]1)N1CCCCCC1	x	-5	-2
Cc1cc(O)c(C=O)c2c1C(=O)Oc1c(COC(=O)/C=C/C(=O)O)c(O)c(C(=O)O)c(C)c1O2	67*	69*	x
COC(=O)Cn1cc(S(=O)(=O)Nc2cc(C)ccc2F)cn1	x	-9	1
COc1ccc(-c2cc(C(=O)NCCCN3CCCCC3C)n3nc(C(C)(C)C)cc3n2)cc1 (stereo not given)	-8	-12	10
O=C1CCS(=O)(=O)c2ccc(Cl)cc21	x	-1	5
COc1ccc2[nH]c(C(=O)N3CCc4nc5ccccc5c(C(=O)NCc5ccccc5)c4C3)cc2c1	x	-12	0
O=S1(=O)N=C(SCc2ccccc2)Nc2ccccc21	x	-3	11
COc1ccc(-c2nc3ccc(C)cn3c2NC(=O)c2ccc(F)cc2)cc1	-5	-4	-2
O=C(NNC(=O)C1CC1)c1nn(-c2ccccc2C(F)(F)F)cc1O	x	29	5
O=C(NCCOCCO)Nc1c[nH]c2ccccc12	-11	-7	0
CC(C)C(=O)N1CCCC1(C)C(=O)Nc1ccc2cn[nH]c2c1 (stereo not given)	-7	-18	4
CC1(C)O[C@@H]2C[C@@](OCc3ccccc3F)(C(=O)NCc3ccco3)CC(OCc3cccc(OC(F)(F)F)c3)[C@@H]2O1 (stereo not given in full)	-4	-4	5
CCOC(=O)N1CCN(C(=O)CC(c2ccc(OC)cc2)c2c[nH]c3ccccc23)CC1 (stereo not given)	-6	-5	9
O=C(c1sc2ccccc2c1Cl)n1cc(Cl)cn1	-3	-1	5
Nc1ccc(S(=O)(=O)C(F)(F)F)cc1[N+](=O)[O-]	-6	-11	2
CCOc1ccccc1NC(=O)CSc1ccc2nnc(-c3ccc(OC)c(OC)c3)n2n1	-7	-3	14
COC(=O)CN1C(=O)N(CCc2ccccc2)C2(CCN(Cc3ccncc3)CC2)C1=O	0	4	-10
CNC(=O)[C@@]1(OCc2ccc(F)cc2)CC(OCc2cccc(F)c2F)[C@@H]2OC(C)(C)O[C@@H]2C1 (stereo not given in full)	-6	-8	6
CC(C)c1cc(Br)c(NC(=O)N[C@H](Cc2ccccc2)C(=O)N2CCC(C(=O)N3CCOCC3)CC2)c(Br)c1	-6	-4	2
CN1CCC2(CCC1=O)CN(CCn1ccnc1)CCN2C (stereo not given)	-7	-11	x
COc1cc(OC)c(NC(=O)N2CC3CCCC32)cc1Cl (stereo not given)	x	1	-24
CC(=O)Nc1cccc(-c2cc(C(F)(F)F)cc3[nH]cnc23)c1	-18	-2	5
The results go on:
SMILES	mcGAS inh	hcGAS inh	NPYLR7 agonist
Cc1ccc(C(=O)N2CCC(n3nccc3NC(=O)Nc3ccccc3Cl)CC2)cc1C	-10	-5	3
CC(C)Cc1nc(CN(C)Cc2ccc3c(c2)OCCO3)no1	-11	-1	2
CCN(CC)S(=O)(=O)c1ccc2c(c1)nc(SCc1nccc(OC)c1OC)n2Cc1ccco1	2	5	5
NC(=O)c1ccccc1-c1cccc2ccccc12	x	1	-8
CNc1ncccc1C(=O)N(Cc1sccc1C)C1CCCC1	-12	-5	-3
CC(C)(C)n1ncc2c(=O)n(NC(=O)c3cc4ccccc4o3)cnc21	x	-3	10
Cc1ccc(CN(C)C(=O)C(C)(C)C)cc1	x	-7	1
O=c1c(-c2ccccc2)coc2c3c(ccc12)OCN(CCc1cccs1)C3	-6	-2	0
CC(C)(C)c1ccc(S(=O)(=O)N2CCC(C(=O)NC3CCCC[C@H]3NC(=O)c3ccccc3)CC2)cc1 (stereo not given in full)	2	1	7
C[C@@H]1CN(C2CCN(C(=O)CCc3ccsc3)CC2)C[C@H](C)O1	-6	-13	x
Cc1nc(N)nc(C)c1CC(=O)N1CCC2(CCOCC2)CC1	-12	-3	14
CSCCC(N)c1nc2ccccc2[nH]1 (stereo not given)	-3	-3	16
Cc1ccc(C)c(NC(=O)C(=O)NCCN2CCOC(c3ccccc3)C2)c1 (stereo not given)	x	-2	-8
Cc1ccc(Cc2nc(N3CCN(C(=O)COCc4ccccc4)CC3)c3c(-c4cccnc4)noc3n2)cc1	-5	-2	28
CCc1nnc(-c2cc3ccccc3n2Cc2cccc(C)c2)o1	-10	-6	-1
CCCn1nccc1NC(=O)c1cc(=O)[nH]c2ccc(Cl)cc12	x	-5&-11	2&9
O=C(Nc1nncs1)c1c(O)c2c([nH]c1=O)CCCC2	x	-11	5
CCCCCc1ccc(C(=O)Nc2ccc(N3CCC(C)CC3)c(C(=O)NC3CC3)c2)cc1	-3	0	17
O=S(=O)(NCc1ccccc1)N1CCc2ccc(C(F)(F)F)cc2C1	x	2	-1
CCOc1ccccc1CN1CCCn2cccc2C1c1ccc(F)cc1 (stereo not given)	-5	-4	-7
CC(C)c1cccc(C(C)C)c1NC(=O)CN(C)S(=O)(=O)c1cccs1	1	-5	-4
CN(CC(=O)Nc1c(Cl)cccc1Cl)C(=O)CCN1C(=O)COc2ccccc21	-8	-3	-4
CN(Cc1cnn(C)c1)C(=O)Nc1ccc(N2CCOCC2)c(F)c1	x	-15	6
CCSc1ncc(CN2CCCC3(CCN(C(=O)C(C)(C)C)C3)C2)cn1 (stereo not given)	x	-2	0
CC1Sc2ccccc2N(Cc2ccc(F)c(Cl)c2)C1=O (stereo not given)	x	1	6
Additional records
SMILES	mcGAS inh	hcGAS inh	NPYLR7 agonist
COc1cc(CN2CCCC(Nc3ccc4c(c3)OCCO4)C2)c(Cl)cc1O (stereo not given)	x	-2	6
O[C@@H]1CO[C@H]2[C@@H]1OC[C@@H]2O	-12	-11	4
Cc1nc(SCCC(=O)NC23CC4CC(CC(C4)C2)C3)n(Cc2ccc(Cl)cc2)c1C	x	-4	1
O=C(CCN1CCCC(Cc2cccnc2)C1)Nc1nnc(C2CC2)s1 (stereo not given)	-4	4	1
O=C(O)c1cc2ccccc2nc1N1CCCC1	x	1	-2
Cc1nc2c(=O)n(CC(=O)N(C)c3ccccc3)nc(-c3ccc(F)cc3)c2s1	-7	3	2
CC(C)(CO)N(Cc1ccccn1)C(=O)c1cc2ccccc2s1	-9	-5	x
CCC(C(=O)N1CCC[C@@H]1C(=O)NCCNC(=O)c1ccccc1)c1ccccc1 (stereo not given in full)	-8	-3	5
O=C(CCCc1ccccc1)N1CCN(c2ncnc3c2nnn3Cc2ccccc2)CC1	-7	-5	-10
O=C1OC(c2ccc(-c3ccccc3)cc2)=N/C1=C\C=C\c1ccccc1	-3	-1	-4
CCOC(=O)N1CCC(N2CCCC(Nc3ccc4c(c3)OCO4)C2)CC1 (stereo not given)	-10	-8	14

Single records (already shown). Order of screens: mcGAS inh | hcGAS inh | NPYLR7 agonist
Cc1nc2c(=O)n(CC(=O)N(C)c3ccccc3)nc(-c3ccc(F)cc3)c2s1 is listed with -7 | 3 | 2
O=C(CCCc1ccccc1)N1CCN(c2ncnc3c2nnn3Cc2ccccc2)CC1 is listed with -7 | -5 | -10
CC(C)(CO)N(Cc1ccccn1)C(=O)c1cc2ccccc2s1 is listed with -9 | -5 | x
O[C@@H]1CO[C@H]2[C@@H]1OC[C@@H]2O is listed with -12 | -11 | 4
